PLC-gamma1 inh = PLC-gamma1 (human) inhibition, primary screen; P19174; purified PLC-gamma1, fluorogenic substrate, fluorescence; inhibition, % at 12.2 µM; 370,000 compounds, 0.84% hits; AID 720700; in the data active means inhibition above about 9.5%
NR1D1 modulator = modulators of human Rev-erb alpha DNA binding; Rev-erbα–FITC-DNA binding, fluorescence polarization, 90 min; activity, % at 10 µM; 370,000 compounds, 0.79% hits; AID 1259318;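 active means activity above about 14%, limit read from the data; passing the limit was not always enough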;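 further: 0% = DMSO wells with 35 nM protein and 100% = DMSO wells with 750 nM protein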
DDE Tn7 FP inh = disrupts Tn7 cyclic peptide binding to fibrin D-Dimer-E complex | P02675 | FP displacement of FITC-Tn7 peptide from fibrin DD(E); 0% = median of compound wells per plate | inhibition, % at 8.3 µM | 370,000 compounds, 0.13% hits;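 active means inhibition above the mean of compounds falling within the control limits plus 3 SD of them, cut at about 14% in these data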;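 further: 0% = plate median of compound wells and 100% = 10 µM Aha-Tn7 peptide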
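System: human fibrin DD(E); quantity: Fibrin-DD(E) at 2 µM final; also added: fluorescent Tn7 probe at 0.1 µM; compound dosing: single nominal test concentration of 8.3 µM per compound; schedule: 10 min preincubation, 3 h with tracer, room temperature; detection: fluorescence polarization of the labelled Tn7 tracer; repeats: one replicate per compound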
HGIII-sPLA2 inh = Blocks human group III sPLA2 activity. Q9NZ20. QFRET BODIPY PC-A2 liposome hydrolysis, fluorescence. inhibition, % at 12.2 µM. 370,000 compounds, 0.56% hits;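 active means inhibition above mean plus 3 SD of compounds lying within the high and low control bounds, cut at about 19% in these data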;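 further: 0% = median of test compound wells and 100% = no enzyme DMSO wells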
UHRF1 MBD2 ctr = UHRF1 methyl-DNA binding inhibition | AID 687016 | 370,000 compounds, 0.75% hits | UHRF1 binding to methylated oligo, TR-FRET | inhibition, % at 4.4 µM | Q96T88; in the data active means inhibition above about 21%;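 further: UHRF1 SRA domain binding a hemimethylated CpG hairpin DNA probe; 0% = median of test compound wells and 100% = reference inhibitor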
proKLK7 act = activators of human kallikrein-7 zymogen; purified proKLK7, EDANS-DABCYL substrate fluorescence; 100% is mature enzyme control, 0% vehicle; activation, % at 7 µM; 370,000 compounds, 0.9% hits; P49862;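 active means activation above the mean of all tested compounds plus 3 SD, computed per campaign excluding outliers beyond control limits, cut at about 13% in these data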
Target sequence (P49862 whole entry, looked up): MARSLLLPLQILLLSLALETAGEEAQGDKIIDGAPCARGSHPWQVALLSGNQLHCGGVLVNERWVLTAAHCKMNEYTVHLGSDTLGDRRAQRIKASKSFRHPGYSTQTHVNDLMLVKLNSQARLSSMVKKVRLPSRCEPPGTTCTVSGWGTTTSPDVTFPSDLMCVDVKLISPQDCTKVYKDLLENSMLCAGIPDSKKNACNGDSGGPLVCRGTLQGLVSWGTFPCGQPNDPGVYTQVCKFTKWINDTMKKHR
PLCb3 inh = inhibitors of human phospholipase C beta3; Q01970; Purified PLC-beta3, fluorogenic substrate, fluorescence; inhibition, % at 12.2 µM; 370,000 compounds, 0.18% hits; in the data active means inhibition above about 11%;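 further: 0% = median of compound wells on plate and 100% = full blocker control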
ARFGAP1 inh = inhibits rat ARF GTPase activating protein 1. inhibition, % at 16.5 µM. Arfgap1-stimulated ARF1 GTP hydrolysis, GDP FP detection. 360,000 compounds, 0.26% hits. Q62848;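 active means inhibition above a per-plate limit, mean inhibition of low control wells plus 3 SD, cut at about 25% in these data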;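 further: 0% = DMSO wells with enzyme and 100% = wells lacking Arfgap1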
Target sequence (Q62848 1-136 limits assumed): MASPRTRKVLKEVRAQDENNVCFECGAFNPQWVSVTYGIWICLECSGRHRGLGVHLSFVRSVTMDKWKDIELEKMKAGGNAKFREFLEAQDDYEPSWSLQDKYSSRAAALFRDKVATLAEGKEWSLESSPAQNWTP
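System: truncated rat Arfgap1 GAP domain / Medium: HEPES-based buffer, pH 7.5 / Also added: N-terminally truncated human ARF1-GTP substrate / Incubation: enzyme reaction 120 min at 25 °C after 20 min preincubation / Measured by: FP of antibody-bound GDP Alexa 633 tracer, ex 620/em 688 nm / Replicates: singlicate, each compound tested once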
ASAP1 GAP inh = ASAP1 ArfGAP inhibition; Q9ULH1; ASAP1-stimulated ARF1 GTP hydrolysis, GDP FP detection; inhibition, % at 16.5 µM; 360,000 compounds, 0.19% hits; AID 624377; in the data active means inhibition above about 25%;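 further: 0% = vehicle with enzyme and substrate and 100% = no enzyme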
Target sequence (Q9ULH1 325-724 limits assumed): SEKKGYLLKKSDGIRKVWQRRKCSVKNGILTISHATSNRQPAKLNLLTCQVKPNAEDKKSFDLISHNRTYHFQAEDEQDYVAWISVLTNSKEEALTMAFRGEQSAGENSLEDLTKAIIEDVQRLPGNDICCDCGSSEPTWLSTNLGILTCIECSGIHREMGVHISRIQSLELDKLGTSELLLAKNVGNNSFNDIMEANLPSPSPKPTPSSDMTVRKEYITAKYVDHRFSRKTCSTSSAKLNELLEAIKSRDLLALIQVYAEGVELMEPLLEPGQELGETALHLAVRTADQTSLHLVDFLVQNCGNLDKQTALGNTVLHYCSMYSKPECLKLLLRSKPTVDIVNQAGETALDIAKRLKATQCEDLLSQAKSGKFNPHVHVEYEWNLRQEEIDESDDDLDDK
Tn6 DDE FP = inhibitors of Tn6 peptide binding to human fibrin DD(E) | inhibition, % at 8.3 µM | Fibrin DD(E) TRITC-Tn6 fluorescence polarization displacement | AID 720509 | 370,000 compounds, 0.21% hits | P02675;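 active means inhibition above a per-campaign cutoff: mean of compounds within control limits plus 3 SD, cut at about 15% in these data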;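 further: 0% = median of all compound wells on the plate and 100% = blocking peptide control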
* = called active by the depositor; x = no result given.

molecule	PLC-gamma1 inh	NR1D1 modulator	DDE Tn7 FP inh	HGIII-sPLA2 inh	UHRF1 MBD2 ctr	proKLK7 act	PLCb3 inh	ARFGAP1 inh	ASAP1 GAP inh	Tn6 DDE FP
NS(=O)(=O)c1ccc(CCNC(=O)C2CCC(Cn3c(=S)[nH]c4ccccc4c3=O)CC2)cc1 (stereo not given)	2	5	3	6	4	-0.2	-2	-5	12	10
Cn1c(CN2CCOCC2)nnc1SCc1cccc(F)c1	-2	2	-2	0	-3	0.4	3	6	-5	4
COCCn1c(C)cc(C(=O)COC(=O)c2ccc(Br)o2)c1C	10*	-1	-7	-4	5	0.3	1	3	-6	-7
COc1ccc(C(=O)COC(=O)c2cccc(-n3cnnn3)c2)c(OC)c1	-5	7	1	3	-1	-1.0	-6	-3	2	-1
CC(=O)Oc1cccc(/C=N\NC(=O)C(=O)N/N=C/c2cccc(OC(C)=O)c2)c1	0	-9	3	8	1	-0.3	1	1	5	-3
CC(C)(C)CNC(=O)c1cc2c(Br)ccc(Br)c2nc1N	-16	11	-7	0	-2	-0.2	-18	10	3	-7
O=C(Nc1cccc(-c2cscn2)c1)C1CCN(Cc2ccsc2)CC1	1	1	-4	-9	2	-0.2	-5	11	-2	-4
O=C(CN1CCc2ccccc21)NC(=O)NCc1ccco1	-3	1	-5	-12	0	-0.4	-6	11	10	0
O=C1CNC(=O)c2c(nc3n2CCC3)N1	9	-1	-5	3	0	0.4	6	16	15	-7
c1csc(CSc2nnc3sc4ccccc4n23)c1	1	0	3	6	-4	0.3	0	10	17	-4
CCCCN=C1CC(C)(C)CC(=O)/C1=C(/O)CCC	5	6	5	-1	4	-0.1	-6	-2	3	-7
CCOC(=O)c1ccc(NC(=O)CCc2ccc(CC)o2)cc1	1	1	8	-32	-1	0.2	-2	3	-10	4
CC(=O)c1ccc(N2CCN(c3ncccn3)CC2)c([N+](=O)[O-])c1	1	-1	3	-3	-2	0.0	-1	-4	-4	-12
Cc1cc(Br)ccc1OCc1nc(-c2cccnc2)no1	2	6	0	-1	-2	0.5	1	15	19	-3
COC(=O)c1ccc(/C=N/NC(=O)C(=O)N2CCCCCC2)cc1	-7	2	2	9	8	0.1	-4	17	9	-11
CN(C(=O)CSc1nc2ccc(Cl)cc2[nH]1)C1CCS(=O)(=O)C1 (stereo not given)	-1	-4	-7	14	3	-0.7	-1	8	3	-7
CCC1=Nc2cc(C(=O)NCCCN3CCOCC3)ccc2Sc2ccc(Br)cc21	2	-1	-10	-8	0	0.7	-4	9	5	2
C[C@@H]1CN([C@@H](C)CO)C(=O)CCCn2nncc2CO[C@H]1CN(C)C(=O)C1CCCCC1	3	-5	-6	4	0	-0.3	0	7	15	-2
O=S(=O)(NC1CCCC1)c1ccc(S(=O)(=O)N(Cc2cccs2)CC2CCCO2)cc1 (stereo not given)	0	1	6	-11	1	0.3	0	8	-2	-4
O=C(Nc1ccc(S(=O)(=O)N2CCc3ccccc32)cc1)c1ccco1	4	13	-4	-21	2	0.0	1	3	-1	-10

Compound profiles, from the list above:
CN(C(=O)CSc1nc2ccc(Cl)cc2[nH]1)C1CCS(=O)(=O)C1 (stereo not given) is listed as PLC-gamma1 inh = -1; NR1D1 modulator = -4; DDE Tn7 FP inh = -7; HGIII-sPLA2 inh = 14; UHRF1 MBD2 ctr = 3; proKLK7 act = -0.7; PLCb3 inh = -1; ARFGAP1 inh = 8; ASAP1 GAP inh = 3; Tn6 DDE FP = -7
O=C1CNC(=O)c2c(nc3n2CCC3)N1 is listed as PLC-gamma1 inh = 9; NR1D1 modulator = -1; DDE Tn7 FP inh = -5; HGIII-sPLA2 inh = 3; UHRF1 MBD2 ctr = 0; proKLK7 act = 0.4; PLCb3 inh = 6; ARFGAP1 inh = 16; ASAP1 GAP inh = 15; Tn6 DDE FP = -7

Next records.
molecule	PLC-gamma1 inh	NR1D1 modulator	DDE Tn7 FP inh	HGIII-sPLA2 inh	UHRF1 MBD2 ctr	proKLK7 act	PLCb3 inh	ARFGAP1 inh	ASAP1 GAP inh	Tn6 DDE FP
Cc1ccc(NC(=O)CN2C(=O)S/C(=C\c3ccc(OCC(=O)O)c(Br)c3)C2=O)cc1	1	-2	-1	-4	0	0.3	-15	15	9	-3
COc1ccc(/C=C2\CCC(C3CCCC3)C2=O)cc1Cn1cccn1 (stereo not given)	2	-9	0	-2	0	-0.6	0	-3	-12	1
CC1Sc2ccc(S(=O)(=O)NCCc3ccc(S(N)(=O)=O)cc3)cc2NC1=O (stereo not given)	-1	1	1	-16	-2	-0.4	-8	-5	-15	7
CCOC(=O)C1=C(CC)Nc2ccccc2N/C1=N\S(=O)(=O)c1cc(Br)ccc1Br	-3	1	6	-36	-3	0.6	0	1	-13	-3
O=C(Cc1cccc(F)c1F)NC1CCCN(Cc2ccc(Cl)cc2)C1 (stereo not given)	-1	3	4	7	2	0.3	-5	11	6	-8
O=C(Nc1ccc(-c2csnn2)cc1)C(Cl)(Cl)Cl	-4	6	4	10	2	-0.2	-7	11	1	1
COc1cc2c(c3c1c(=O)c1cccc(F)c1n3C)C=CC(C)(C)O2	-339	-5	3	-1	-2	-3.4	-493	3	-6	-2
COc1ccc(-n2c(C(C)(C)C)csc2=Nc2c(C)n(C)n(-c3ccccc3)c2=O)cc1	-2	-9	1	-3	-1	0.3	-1	16	-2	-1
N/C(=N\OC(=O)COc1ccc(Br)cc1)c1ccncc1	1	8	-4	20*	8	-0.4	-2	6	-9	-7
CC(C)Oc1cccc(OCCN2C(=O)c3ccccc3C2=O)c1	2	-1	3	-1	-1	-0.1	1	10	11	3
CC1(C)CC(=O)C2=C(C1)OC1=C(C2)C(=O)CC(C)(C)C1	2	-4	3	-9	-2	0.2	4	3	4	10
Nc1nc(C2CCCCC2)cs1	2	-2	-5	3	-3	0.5	4	-11	-3	8
CCOC(=O)C(Cc1ccccc1)C(=O)Nc1ccccc1C (stereo not given)	3	9	4	-3	2	-0.2	1	1	-7	6
COCCn1nnnc1C(CC(C)C)N1CCN(c2ccccc2)CC1 (stereo not given)	0	3	-5	4	2	-0.3	0	7	-6	3
CC(=O)Oc1oc(-c2ccccc2)nc1/C=N/c1ccccn1	-5	-5	1	5	-2	-0.5	-7	6	1	-1
CCCOc1ccc(-c2c(C(=O)N/N=C(\C)c3cccs3)nnn2-c2nonc2N)cc1	2	-2	-4	-2	-2	-0.3	-7	-5	1	2
Cc1ccc(CNC(=O)C2C3C=CC(C3)C2C(=O)O)cc1 (stereo not given)	1	0	5	-4	2	0.3	2	-6	9	4
O=C(COc1ccccc1Cl)Nc1ccc(S(=O)(=O)Nc2ccccn2)cc1	-35	-6	-4	-14	6	0.5	-14	7	9	0
COc1cccc(C(NC(C)=O)c2nc(-c3csc4ccccc34)cs2)c1 (stereo not given)	-1	-2	1	-23	0	0.3	0	4	-3	-4
COc1ccc(-c2nnc(Nc3ccc(CC(N)=O)cc3)c3ccccc23)cc1	-83	-3	4	13	-2	0.5	-107	2	-10	4
O=C(O)C1CSCN1S(=O)(=O)c1cccc2nsnc12 (stereo not given)	0	1	-2	-4	-4	0.7	2	-2	1	-2
Cc1ccc(S(=O)(=O)NCC(=O)OCC(=O)NC(=O)c2cccn2C)cc1	-3	x	-4	-4	-1	0.1	-6	-3	7	10
N#Cc1cc2c(nc1SCC(O)CS(=O)(=O)Cc1ccc(Cl)cc1)CCCC2 (stereo not given)	0	3	2	-14	-3	0.8	0	-7	-2	0
O=C(CSc1ccccc1F)NCC(c1cccs1)N1CCOCC1 (stereo not given)	2	5	-1	5	1	-0.1	-5	8	2	0
Cc1ccc(S(=O)(=O)N(C)Cc2ccccc2)cc1C(=O)N1CCCCC1	0	-3	-1	3	1	-0.4	-7	-2	13	5
Cn1c(SCC(=O)O)nnc1-c1ccc(NC(=O)c2ccc(Cl)c(Cl)c2)cc1	0	1	-3	1	0	-0.1	-11	6	-15	-2
Cc1ccccc1NC(=O)CSCCO	0	5	3	5	1	0.0	2	-1	10	6
COc1ccc(C(c2c(C)n(C)n(-c3ccccc3)c2=O)c2c(C)n(C)n(-c3ccccc3)c2=O)c(OC)c1OC	-2	5	-4	0	-2	0.3	-6	19	-14	3
CCCOC(=O)C(C)n1cnc2scc(-c3ccc(C)cc3)c2c1=O (stereo not given)	-1	2	4	-6	-2	0.2	-5	5	6	4
COCCCNC(=O)c1c(N)n(/N=C/c2cccs2)c2nc3ccccc3nc12	-35	14	-1	6	-1	-1.6	-49	3	5	-6
CCOC(=O)c1nc(N)c(C(=O)OCC)[nH]1	-103	2	-1	1	-2	12	-124	-2	-11	1
CCCNC(=S)N1CCC(NC(=O)c2ccc(OC)cc2)CC1	-2	-5	4	19	2	-0.5	-6	-11	-12	5
CCc1n[nH]c(=O)c2cc3cc(OC)ccc3n12	-12	-3	9	-1	-2	-0.2	-30	-14	-16	3
O=C(NCc1ccccc1)[C@@H]1CCCN1C(=O)[C@H]1CCCN1C(=O)c1ccc(F)cc1	0	6	6	17	1	0.5	5	0	-4	6
Cc1nc2sc(C(c3ccco3)N3CCc4ccccc4C3)c(O)n2n1 (stereo not given)	-18	1	-3	-7	8	0.5	-16	-2	7	-13
COc1ccc(Cl)cc1NS(=O)(=O)c1ccc(S(=O)(=O)N2CCCC2)cc1	4	9	-4	-23	0	0.1	1	1	10	-7
CCN1CCN(C(c2ccc(F)cc2)c2nnnn2Cc2ccc3c(c2)OCO3)CC1 (stereo not given)	0	4	7	-1	-2	-0.7	-5	9	-2	5
COc1ccc(OC)c(S(=O)(=O)N2CCCCC2C(=O)N2CCN(CCO)CC2)c1 (stereo not given)	1	9	-2	1	-4	-0.1	0	x	x	2
Cc1ccc(CN2CCSc3sccc3C2=O)cc1	1	-3	-5	-3	-1	-0.5	0	11	0	1
CC(NC(=O)c1ccc(Br)cc1)C(=O)NC1=NCCS1 (stereo not given)	3	7	0	1	3	0.5	2	-2	1	6
O=C(c1cc2sccc2n1Cc1ccccc1)N1CCN(c2nc3ccccc3s2)CC1	5	3	1	-5	2	0.3	2	2	-9	1
O=C(CCN1C(=O)c2ccccc2C1=O)CN1CCOCC1	1	6	-1	3	-2	1.0	-4	2	2	-1
c1ccc(-c2ccc3nncn3c2)cc1	1	-13	0	3	0	0.4	3	12	-8	5
CC(C)c1ccc(NS(=O)(=O)c2ccc3[nH]cc(C(=O)N4CCC(C(N)=O)CC4)c(=O)c3c2)cc1	-2	2	-3	-14	3	-1.4	2	-8	1	2
COc1cc(-c2nc(C)c(C(C)=O)n2O)ccc1OCC(=O)Nc1ccc(F)cc1	1	6	-8	-6	-1	0.3	2	10	7	7
CCn1cc(C(=O)N2CCN(c3ccc(F)cc3)CC2)c2cc(OC)c(OC)cc2c1=O	0	-2	-3	-2	-1	-0.3	-6	-9	-3	5
